GlmU inhibition – inhibition of mycobacterial GlmU enzyme – biochemical, glucosamine-1-phosphate acetyltransferase (AID 1376) | M. tuberculosis GlmU acetyltransferase enzyme assay; higher % means a stronger effect | inhibition, %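 (tested at 30 µM in the primary screen)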, or IC50 in µM where a hit was titrated | 220,000 compounds, 0.25% hits; in the data active = inhibition above about 13%; inconclusive = no clear call, values can overlap the other calls;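 note: 0% = complete reaction with vehicle and 100% = reaction without substrate; strong numbers were not always called active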
RmlCD inh 1536 – inhibitors of Mycobacterium tuberculosis RmlC and RmlD coupled enzymes; 160,000 compounds, 0.03% hits; inhibition, % at 3.6 µM; P9WH09+P9WH11; RmlC+RmlD coupled enzyme assay, percent inhibition; primary screen in compound mixtures; in the data active = inhibition mostly above about 34%, no sharp cut-off; inconclusive = no clear call, values can overlap the other calls; inactive = mostly below about 22%; note: some results filed as inactive read as strong as hits
Target sequence (P9WH09 whole entry, looked up): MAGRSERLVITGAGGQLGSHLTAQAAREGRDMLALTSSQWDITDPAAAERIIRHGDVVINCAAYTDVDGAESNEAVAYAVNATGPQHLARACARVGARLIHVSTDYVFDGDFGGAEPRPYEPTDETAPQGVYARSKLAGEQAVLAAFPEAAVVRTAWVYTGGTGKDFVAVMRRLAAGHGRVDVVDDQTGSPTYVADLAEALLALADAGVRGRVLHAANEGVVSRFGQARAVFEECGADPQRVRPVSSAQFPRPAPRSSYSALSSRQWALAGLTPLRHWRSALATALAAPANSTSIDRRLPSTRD
Target sequence (P9WH11 whole entry, looked up): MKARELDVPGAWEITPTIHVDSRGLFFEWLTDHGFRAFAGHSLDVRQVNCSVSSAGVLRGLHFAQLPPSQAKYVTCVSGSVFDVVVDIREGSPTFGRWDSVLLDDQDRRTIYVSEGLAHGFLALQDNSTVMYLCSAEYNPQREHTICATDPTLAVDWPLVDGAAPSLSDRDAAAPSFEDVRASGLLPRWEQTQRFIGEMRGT
Starred values were filed as active, the others as inactive; ? = inconclusive; . = no result given. This is a subset (hit frequency here may not be typical).

compound	GlmU inhibition	RmlCD inh 1536
Cc1cc(NC(=O)CN2C(=O)[C@@H]3[C@H](C2=O)[C@@H]2C[C@H]3C(Br)C2Br)no1 (stereo not given in full)	10.8%	10.8
COC(=O)c1c(-c2ccc(Br)cc2)noc1N	-1.4%	5.2
CCC(C)C(=O)Nc1ccc(OC)cc1OC (stereo not given)	1.9%	.
C=CCN=Cc1sc2ccc(OCC)cc2c1O	2.2%	4.8
CC1(C)CC(=O)C=C(Nc2ccccc2)C1	2.4%	25.3
CCC(=O)N1N=C(c2ccc(C)o2)CC1c1ccc(N(C)C)cc1 (stereo not given)	0.8%	7.2
[O-][N+]1=C2CCC/C(=N\O)C2=NC12CCCCC2	?	.
CCOC(=O)c1c(C)[nH]c(C(=O)N/N=C/c2ccc(Br)cc2)c1C	1.2%	9.7
COc1ccc(-n2c(C(C)n3nc(C)c([N+](=O)[O-])c3C)n[nH]c2=S)cc1 (stereo not given)	1.3%	.
O=S(=O)(NCC1CCCO1)c1ccc(S(=O)(=O)N(Cc2ccc(F)cc2)C2CCCCC2)cc1 (stereo not given)	-3.2%	.
Cc1nc(N2CCCCC2)sc1C(=O)c1ccc(SCCO)c([N+](=O)[O-])c1	-4.6%	.
CC(=O)Nc1ccc(S(=O)(=O)Nc2nnc(CC(C)(C)C)s2)cc1	6.8%	-8.6
CCN1CCN(c2oc(-c3ccc([N+](=O)[O-])cc3)nc2C#N)CC1	2.1%	.
CC(c1ccc(F)cc1)n1cc(C(=O)NCCN(C)C)nn1 (stereo not given)	-2.1%	.
Cc1cccc(NC(=O)CN(c2ccc(C(C)C)cc2)S(=O)(=O)c2c(C)nn(C)c2C)n1	-3.9%	.
O=C(N/C(=C\c1ccc(Br)cc1)C(=O)N1CCCC1)c1ccccc1F	2.0%	-1.6
NC(=O)c1cccc2c3c([nH]c12)CCCC3	-1.7%	-4.0
CCOC(=O)c1cnn(-c2ccccc2)c1-n1cccc1C(=O)C(=O)Nc1ccccc1	2.7%	-13.5
COC(=O)c1ccc(-c2noc(CN(C)Cc3ccncc3C)n2)cc1	-1.1%	-2.1
Cc1ccc(C(=O)NCCSc2ccccc2)cc1S(=O)(=O)Nc1ccccc1	0.0%	-7.4
CCOc1ncccc1C(=O)OCc1cc(=O)oc2c(C)c(C)ccc12	-4.0%	-3.2
O=c1nc(SCc2c(F)cccc2Cl)nc(-c2ccc(Cl)cc2)[nH]1	3.5%	7.1
O=C(CSc1nc2ccccc2s1)Nc1ccc2c(c1)OCO2	-0.9%	-9.9
COc1cc(OC)c2c(c1O)OC(c1ccccc1)CC2=O (stereo not given)	0.3%	-8.0
O=C(OCCCN=C1NS(=O)(=O)c2ccccc21)C1CC(=O)N(c2ccc(Cl)cc2)C1 (stereo not given)	2.9%	.
COCc1cc(C)c(C#N)c(=S)[nH]1	7.0%	39.3
Cn1c(CC(=O)c2ccc(Br)cc2)[n+](C)c2ccccc21	0.6%	1.5
CCCNC(=O)OCCC12CC3CC(CC(C3)C1)C2	3.6%	4.3
Cn1c(N/N=C2\CCCc3ccccc32)nc2c1c(=O)n(Cc1ccccc1)c(=O)n2C	5.7%	-7.3
CCOC(=O)CSc1nnc(-c2nnc(SCC(=O)OCC)n2CC)n1CC	2.2%	.
Cc1cc(C)n2nc(-c3cnn(C)c3C(F)(F)F)cc2n1	1.9%	3.7
Cc1cc(C)n2c(Br)c(CSc3nc4ccccc4s3)nc2n1	-4.6%	4.7
Cc1ccc(NC(=S)NN2CCN(C)CC2)cc1	-2.5%	-3.5
O=C(Oc1ccc(C(=S)N2CCOCC2)cc1)c1ccc(Br)cc1	5.0%	7.5
O=C(NCCN1CCN(c2ccccc2)CC1)C1CCN(S(=O)(=O)c2cccs2)CC1	-1.5%	-4.3
CCOC(=O)c1c(C)[nH]c(C(=O)COC(=O)C2CC2C)c1C (stereo not given)	0.4%	1.4
Cc1cc(C)n(-c2ccc(C(=O)O)cc2[N+](=O)[O-])n1	1.2%	6.8
Oc1ccccc1C1OCC2(CO1)COC(c1ccccc1O)OC2 (stereo not given)	0.9%	.
COc1ccccc1C(=O)OCC(=O)Nc1ccc(OC(F)F)cc1	10.1%	.
Cc1ccc(S(=O)(=O)Nc2ccccc2CNc2cccc(C)n2)cc1	1.4%	32.6
CN(Cc1cc2ccccc2[nH]c1=O)C(=O)COc1ccccc1	-3.2%	.
O=C(CSc1nnc(Cc2cccs2)n1-c1ccccc1)Nc1ccc2c(c1)OCCO2	2.1%	3.5
O=C(Nc1ccc(N2CCOCC2)cc1)Nc1cnsn1	0.6%	-2.5
Cc1cc(C)c(C#N)c(SCCS(=O)(=O)Cc2ccc(Cl)cc2)n1	2.0%	8.3
O=C(Cn1cnc2c(nnn2-c2ccc(F)cc2)c1=O)N1CCCC1	3.2%	11.5
CCn1cc(CN2CCN(Cc3cccc(OC)c3)C(CCO)C2)c(C)n1 (stereo not given)	7.6%	7.3
Cc1nn2c(-c3ccccc3)ccnc2c1-c1ccccc1	0.4%	-1.5
O=C(CN(Cc1ccccc1)S(=O)(=O)c1ccc(Br)cc1)NCc1ccco1	0.2%	-8.5
CCN(CC)S(=O)(=O)c1cccc(C(=O)NC(C(=O)Nc2nnc(C3CC3)s2)C(C)C)c1 (stereo not given)	10.3%	-7.6
CC1=CC(=O)N(c2ccn(C)n2)C1=O	-1.8%	0.9
CCOC(=O)C(=O)NNc1cccc(C)c1C	2.8%	-8.3
COC(=O)c1[nH]cnc1C(=O)c1ccccc1	-0.8%	-8.7
CN(CCO)C1=CC(=O)CC(C)(C)C1	6.5%	.
CC(C)(C)c1nc(SCC(=O)Nc2nc3c(s2)CCCC3)c2ccccc2n1	2.9%	12.1
CC(NC(=O)c1ccc(CS(=O)(=O)c2cccc(C(F)(F)F)c2)o1)c1ccc2c(c1)OCCO2 (stereo not given)	-4.3%	14.6
Cc1ccn2c(=O)c(C(=O)O)cnc2c1	1.6%	-9.0
Cc1cccc(NC2=NCC(=O)N2Cc2cccs2)c1	-1.1%	39.2
O=C(Nc1nnc(C(F)(F)F)s1)c1cccnc1	-0.1%	-10.7
O=C(CCc1nc2ccccc2s1)OCC(=O)c1ccccc1	-1.3%	9.7
COc1ccccc1C(c1c(N)n(C)c(=O)n(C)c1=O)C(C)[N+](=O)[O-] (stereo not given)	-0.2%	-2.4

2 records picked at random from those above, as already listed:
compound	GlmU inhibition	RmlCD inh 1536
Cc1ccc(S(=O)(=O)Nc2ccccc2CNc2cccc(C)n2)cc1	1.4%	32.6
COc1ccccc1C(c1c(N)n(C)c(=O)n(C)c1=O)C(C)[N+](=O)[O-] (stereo not given)	-0.2%	-2.4

Next results follow:
compound	GlmU inhibition	RmlCD inh 1536
O=C(c1sc2cc(F)ccc2c1Cl)N1CCN(c2cccc(Cl)c2)CC1	-4.3%	-3.7
CC1=NN(c2ccccc2)C(=O)C1/C=C1/NC(=S)NC1=O (stereo not given)	-5.1%	-15.8
COc1ccc(-c2c(C)n([O-])c(C)c(C)[n+]2=O)cc1OC	.	-4.0
CCN(CC)C1CCN(Cc2cn[nH]c2-c2ccc(OC)c(F)c2)C1 (stereo not given)	-1.2%	.
N#Cc1ccc(-c2ccc3c(c2)OCO3)nc1SCC(=O)OCc1ccccc1	4.7%	.
O=c1oc2ccc3ccccc3c2cc1-c1nnc(-c2ccccc2)o1	0.8%	-0.4
CN1CCN(c2cc(C(F)(F)F)nc3ccc(F)cc23)CC1	2.5%	13.4
CC(C)NC(=O)CSc1nc(-c2cccs2)cc(-c2ccccc2)c1C#N	7.3%	.
CCOc1ccc(N(CC(=O)Nc2cccc(F)c2)S(=O)(=O)c2c(C)noc2C)cc1	-3.2%	-1.5
O=C(CC1N=C2c3ccccc3N=C(SCc3ccc(Cl)cc3)N2C1=O)NCc1ccco1 (stereo not given)	-6.9%	.
CCN(C(=O)c1cnc(NC(C)C)cc1C(F)(F)F)c1ccc(Cl)cc1	0.8%	-9.1
COc1ccc(S(=O)(=O)N(C)CC(=O)NCCC2=CCCCC2)cc1OC	1.7%	6.8
C=C(C)COc1ccc(-c2n[nH]c(C)c2-c2ccc(OC)c(OC)c2)c(O)c1	-1.6%	-4.2
N#C/C(=C/c1ccc(CNS(=O)(=O)c2ccccc2)o1)C(=O)NCc1ccccc1	8.3%	-2.9
COc1cc(C(CCN2CCCC(C)C2)c2c(OC)cc(OC)c3c2OC(=O)CC3c2ccc(N(C)C)cc2)cc(OC)c1OC (stereo not given)	-7.7%	.
Cc1ccc(C2C(C#N)=C(N)N(N(C)C)C3=C2C(=O)CCC3)cc1 (stereo not given)	-4.5%	-8.2
COCCn1c(=NC(=O)c2ccc3c(c2)OCO3)c(C#N)cc2c(=O)n3cccc(C)c3nc21	-5.6%	-60.8
Cc1ccc(C)c(C(=O)COC(=O)c2cc(Cl)nc3ccccc23)c1	4.1%	74.9
O=C(CNS(=O)(=O)c1ccc(Br)cc1)N1CCN(c2ccc(F)cc2)CC1	2.4%	.
C=CCn1c(-c2ccc(Cl)cc2)c[nH]c1=S	-2.9%	5.8
Cc1ccc(C(=O)N2CCN(S(C)(=O)=O)C2)cc1	1.7%	-1.2
CCn1c(O)c(C=Nc2ccccc2)sc1=S	-2.8%	8.2
Cn1cccc1Cc1nnc(SCC(=O)NCc2ccc3c(c2)OCO3)n1CCc1ccccc1	2.5%	.
N#Cc1ccc(-c2cccnc2)nc1SCc1ccc(Cl)cc1Cl	2.5%	-4.9
CCOC(=O)CCCCNCc1ccccc1	-5.8%	.
Clc1ccc(SCCOCCN2CCc3ccccc3C2)cc1	-1.2%	-12.8
COc1ccc(C(=O)Cn2c(=N)n(C)c3ccccc32)cc1	-4.4%	-6.2
CCOC(=O)C(NC(C)=O)(Nc1cccc(F)c1)C(F)(F)F (stereo not given)	-0.3%	-7.9
CCOC(=O)C1CCN(c2nc3ccccc3nc2C(C#N)C(=O)OCCOC)CC1 (stereo not given)	-0.8%	18.2
CSc1ccc(/C=N/N2CCN(Cc3ccc(Cl)cc3)CC2)cc1	2.1%	7.5
CCCc1nc2ccc(NC(=O)NCCC(=O)OCC)cc2c(=O)n1Cc1ccc(Cl)cc1	1.7%	.
COc1cccc(CNS(=O)(=O)/C=C/c2ccc(OC)c(OC)c2)c1	0.4%	.
O=C(N/N=C/c1ccccn1)c1sc2ccccc2c1Cl	0.8%	.
COc1ccc(NC(=O)Cn2nnc(C(=O)NCc3ccco3)c2N)c(OC)c1	-2.5%	.
Cc1ccc(OCC(=O)c2cc(C)n(C)c2C)c([N+](=O)[O-])n1	4.0%	3.4
O=C(Nc1ccc(N2CCOCC2)cc1)Nc1ccc2nc(-c3ccco3)c(-c3ccco3)nc2c1	-3.2%	.
CCn1nccc1C(=O)NC1=C(C#N)CCC1	3.8%	.
Cc1ccc2cc(C3CC(c4cccs4)=NN3S(C)(=O)=O)c(Cl)nc2c1 (stereo not given)	-2.8%	7.4
CCN(CC)c1cc(-c2ccccc2)ncn1	-2.7%	5.2
Cc1ccc(CN2CCc3c(OCC(=O)Nc4cccc(C)c4C)cccc3C2=O)cc1	0.6%	3.1
CC(=O)NC(CSc1cc(C)nc2ccc(Br)cc12)C(=O)O (stereo not given)	-0.1%	-9.7
COc1ccc(-c2ccc(-c3noc(-c4ccccc4C)n3)c(OC)n2)cc1	0.7%	.
O=C(O)c1ccccc1C(=O)Nc1ccc(-n2nc(C(F)(F)F)cc2C(F)(F)F)cc1	1.8%	-3.1
O=c1c2cnn(-c3ccccc3)c2ncn1CCc1ccccc1	-1.9%	.
COc1ccc(C(=O)NNC(=O)Nc2ccc(C)cc2)cc1	-0.6%	-3.6
O=C(NCc1cccnc1)c1ccc(COc2ccccc2Cl)o1	-0.2%	-15.2
COCCOCC(O)CN1CCN(c2ccccc2)CC1 (stereo not given)	0.5%	.
O=C1CCCc2c1[nH]c1ccc(Br)cc21	0.4%	.
CCOc1ccc(C(=O)N2CCN(C(=O)c3ccco3)CC2)cc1OCC	-3.2%	.
CCOc1ccc(C(=S)N2CCCC2)cc1OC	2.6%	-10.2
Cc1cc(NC(=O)c2c(F)cccc2Cl)n(-c2nc3ccccc3[nH]2)n1	-2.1%	.
O=C(CCCOc1ccccc1)Nc1ccc(Cl)cn1	-0.9%	4.2
CC(=O)NCCn1c(SCC(=O)c2ccc(Cl)cc2)nc2ccccc2c1=O	-7.3%	10.3
OCC1(Cc2ccc(Cl)cc2)CCN(Cc2ccc(F)c(F)c2)CC1	-4.5%	18.5
CCc1cc(=O)oc2cc(C)cc(OCC(=O)C(C)(C)C)c12	-2.5%	-5.8
CCNC(=O)NC(=O)C(C)OC(=O)CCCc1nc2ccccc2s1 (stereo not given)	2.2%	.
CC(NC(=O)Nc1nnc(C(F)(F)F)s1)(C(F)(F)F)C(F)(F)F	3.8%	1.4
O=C(CSc1nnc(-c2ccncc2)n1Cc1ccccc1)NCCc1ccccc1	-1.9%	.
O=C(Nc1cccc2c1C(=O)NC2=O)c1ccc(N2C(=O)CCC2=O)cc1	1.3%	-10.6
CCOc1ccc(S(=O)(=O)Nc2nc3cc(OC)ccc3s2)cc1	5.6%	-8.2
COc1ccccc1OCCn1cc(C#N)c2ccccc21	-5.4%	.
O=C(CCCO)N/N=C/c1cc(Br)ccc1O	1.5%	.

Assay outcomes: PubChem, several laboratories
